RBBP9 inh = human RBBP9 inhibitors, primary screen, biochemical, fluorescence polarization, FP-Rh probe, HTS. Serine hydrolase RBBP9 (Homo sapiens), O75884. recombinant RBBP9. inhibition, % at 7.94 µM. 0.2% of 220,000 active. AID 1515, 2009;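 active means inhibition above the campaign mean of all tested compounds plus 3 SD, cut at about 14% in these data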;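 further: plate controls were DMSO wells with RBBP9 for no effect and wells lacking RBBP9 protein for full effect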
Target sequence (O75884 whole entry, looked up): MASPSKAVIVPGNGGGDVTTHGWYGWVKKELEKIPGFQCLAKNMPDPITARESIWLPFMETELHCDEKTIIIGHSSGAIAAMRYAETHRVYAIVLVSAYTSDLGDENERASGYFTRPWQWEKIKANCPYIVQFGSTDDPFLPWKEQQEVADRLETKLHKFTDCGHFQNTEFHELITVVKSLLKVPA
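Measured by: FP readout at 525/598 nm; material: recombinant human RBBP9; also added: Serine-hydrolase probe FP-Rh, 375 nM pre-mixing; medium: Tris buffer pH 8.0, NaCl, Pluronic; replication: one well per compound; doses: one concentration, 7.94 µM nominal, 0.794% DMSO; timing: preincubation 30 min plus labeling 45 min at 25 °C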
S1P4 ag = S1P4 receptor agonists, primary screen, cell-based | S1P4-expressing cell line, agonist reporter assay | activation, % at 4.98 µM | 0.35% of 220,000 active | AID 1509, 2009; in the data active means activation above about 11%;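 further: 0% = DMSO vehicle and 100% = reference agonist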
BaF3 tox = parental Ba/F3 cell viability inhibition, counter-screen for JAK2V617F inhibitor project, murine pro-B, CellTiter-Glo luminescence | CellTiter-Glo ATP luminescence | 1.1% of 220,000 active | inhibition, % at 5.6 µM;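 active means inhibition above a per-campaign cutoff, the mean inhibition of all tested compounds plus 3 SD, cut at about 27% in these data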;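 further: 0% = DMSO wells and 100% = JAK Inhibitor I control wells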
S1P4 antag = S1P4 receptor antagonists, primary screen, cell-based. Sphingosine 1-phosphate receptor 4 (Homo sapiens), O95977. inhibition, % at 4.98 µM. 0.26% of 220,000 active. S1P4-expressing cells, antagonist mode, reporter read-out; in the data active means inhibition above about 29%;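 further: 0% = wells stimulated with agonist and 100% = vehicle wells without agonist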
Ba/F3 V617F tox = reduced viability of JAK2V617F-dependent Ba/F3 cells, primary screen, JAK2V617F inhibitor project, cell-based, Ba/F3 EpoR-JAK2V617F, luminescence | ATP luminescence | inhibition, % at 5.6 µM | 1.1% of 220,000 active;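 active means inhibition above the campaign mean plus 3 SD over all tested compounds, cut at about 24% in these data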;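 further: cytokine-independent growth of Ba/F3 cells driven by EpoR plus mutant JAK2; 0% = DMSO-treated cells and 100% = JAK inhibitor I control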
NPY-Y1 PAM-ag = NPY-Y1 receptor potentiators or agonists, primary screen, cell-based. activation, % at 3.6 µM. 0.37% of 220,000 active. NPY-Y1 expressing cells, potentiator/agonist activation. Neuropeptide Y receptor type 1 (Homo sapiens), P25929; in the data active means activation above about 33%, passing the limit was not always enough;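 further: cells stimulated with NPY at EC10 then isoproterenol at EC100; 0% = low agonist plus stimulus and 100% = saturating agonist plus stimulus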
Target sequence (P25929 whole entry, looked up): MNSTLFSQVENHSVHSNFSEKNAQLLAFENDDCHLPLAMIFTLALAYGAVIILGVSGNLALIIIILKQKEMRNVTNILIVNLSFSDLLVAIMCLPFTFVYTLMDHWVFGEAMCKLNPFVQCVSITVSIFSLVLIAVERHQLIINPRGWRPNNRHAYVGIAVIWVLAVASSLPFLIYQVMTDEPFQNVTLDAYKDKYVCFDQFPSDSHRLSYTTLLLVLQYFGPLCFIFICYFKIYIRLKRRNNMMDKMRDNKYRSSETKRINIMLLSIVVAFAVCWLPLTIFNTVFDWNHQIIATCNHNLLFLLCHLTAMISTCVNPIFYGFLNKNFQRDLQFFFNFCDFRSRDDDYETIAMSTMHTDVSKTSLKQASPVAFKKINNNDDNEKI
Runt-CBFb FRET = inhibitors of RUNX1 Runt–CBFb binding, primary screen, biochemical, FRET, Cerulean-Runt, Venus-CBFb, uHTS | Cerulean-Runt/Venus-CBFb FRET ratio 530/480, 1 h | 0.46% of 220,000 active | Runt-related transcription factor 1 (Homo sapiens) + Core-binding factor subunit beta … | inhibition, % at 20 µM;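 active means inhibition over about 50% at 20 µM in the single-dose screen, limit read from the data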;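 further: 0% = DMSO wells and 100% = excess unlabeled CBFb competitor control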
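Schedule: protein complex preformed 1 h, compound exposure 1 h, room temperature, dark; test system: Cerulean-labeled Runt domain protein; amount: 100 nM per protein; buffer or medium: Tris 50 mM pH 7.5, KCl, K2SO4, 0.01% BSA; read-out: loss of energy transfer signal; detection: FRET fluorescence; controls: 5 µM unlabeled CBFb as full-inhibition high control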
NPY-Y1 antag = NPY-Y1 receptor antagonists, primary screen, cell-based. Neuropeptide Y receptor type 1 (Homo sapiens), P25929. HEK293-CNG Y1 cells, membrane potential fluorescence; NPY at EC95, then isoproterenol. inhibition, % at 3.6 µM. 1% of 200,000 active. AID 1040, 2008;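 active means inhibition above the campaign mean inhibition of all tested compounds plus 3 SD, cut at about 20% in these data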;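 further: 0% = DMSO wells given NPY plus isoproterenol and 100% = isoproterenol alone without NPY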
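Test system – HEK293 Y1/CNG channel cell line · Also added – NPY agonist 25 nM, then isoproterenol 1 µM plus Ro 20-1724 25 µM · Compound dosing – one concentration, 3.6 µM, in 0.4% DMSO · Schedule – compound incubation 1 h at room temperature, readout 45 min post-stimulation · Technique – fluorescence, membrane potential probe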
NPY-Y2 PAM-ag = NPY-Y2 potentiators or agonists, primary screen, cell-based; Neuropeptide Y receptor type 2 (Homo sapiens), P49146; AID 1359, 2008; 0.45% of 220,000 active; cells expressing NPY-Y2, potentiator/agonist read-out; activation, % at 3.6 µM; in the data active means activation above about 27%;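 further: cells stimulated with NPY near EC25 plus isoproterenol at EC100; 0% = vehicle plus submaximal agonist and 100% = vehicle plus saturating agonist; some results beyond the cut were filed as inactive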
Target sequence (P49146 whole entry, looked up): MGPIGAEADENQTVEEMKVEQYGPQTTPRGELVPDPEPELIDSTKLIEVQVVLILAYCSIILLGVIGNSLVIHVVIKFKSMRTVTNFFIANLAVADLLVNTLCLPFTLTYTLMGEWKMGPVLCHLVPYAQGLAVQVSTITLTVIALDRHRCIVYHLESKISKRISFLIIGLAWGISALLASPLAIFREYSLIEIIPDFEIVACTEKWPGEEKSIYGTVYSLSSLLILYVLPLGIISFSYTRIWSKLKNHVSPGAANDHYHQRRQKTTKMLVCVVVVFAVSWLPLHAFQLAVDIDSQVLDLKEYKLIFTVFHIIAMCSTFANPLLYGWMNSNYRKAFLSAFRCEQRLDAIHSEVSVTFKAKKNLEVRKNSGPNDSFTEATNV
Starred values were filed as active, the others as inactive; x = not tested or not shown.

A first look, two compounds:
nr	Molecule	RBBP9 inh	S1P4 ag	BaF3 tox	S1P4 antag	Ba/F3 V617F tox
1	O=C(CN1CCN(CCC(=O)Nc2ccccc2F)CC1)Nc1ccc(F)cc1	-7	1.6	5	-18	3
2	CCN(CC)S(=O)(=O)c1ccc2c(c1)nc(CCC(=O)Nc1ccc(N3CCOCC3)cc1)n2C	-6	-2.0	12	-22	4

nr	NPY-Y1 PAM-ag	Runt-CBFb FRET	NPY-Y1 antag	NPY-Y2 PAM-ag
1	0	1	-7	-12
2	7	1	4	-16

This part in full (from the top)
nr	Molecule	RBBP9 inh	S1P4 ag	BaF3 tox	S1P4 antag	Ba/F3 V617F tox
1	O=C(CN1CCN(CCC(=O)Nc2ccccc2F)CC1)Nc1ccc(F)cc1	-7	1.6	5	-18	3
2	CCN(CC)S(=O)(=O)c1ccc2c(c1)nc(CCC(=O)Nc1ccc(N3CCOCC3)cc1)n2C	-6	-2.0	12	-22	4
3	CCCc1nc(SCc2ccccn2)c2c(=O)n(C)c(=O)n(C)c2n1	-5	3.5	6	-20	-1
4	CC(C)(C)c1ccc(/C=C2\SC(=O)N(CCNC(=O)c3cccc(S(=O)(=O)N4CCOCC4)c3)C2=O)cc1	-3	0.6	5	-13	-2
5	O=C(COC(=O)c1ccc2c(c1)OCO2)NCc1ccc(Cl)cc1	-5	-2.9	2	7	6
6	COc1ccc(CCNC(=O)c2cc(-c3cc(C)c(C)cc3O)n[nH]2)cc1OC	-3	0.0	7	-9	0
7	Cc1cc2nncn2c(Cc2ccccc2)n1	-2	-0.9	5	-28	-3
8	Cc1nn(-c2cc(Cl)ccc2Cl)c(C)c1C(=O)O	-8	1.4	5	-5	4
9	COCCCNC(=S)N/N=C/c1ccc(O)cc1	-6	2.4	-2	20	1
10	C=C1c2ccccc2NC(=S)N1Cc1ccc2c(c1)OCO2	-6	-0.9	5	-8	4

nr	NPY-Y1 PAM-ag	Runt-CBFb FRET	NPY-Y1 antag	NPY-Y2 PAM-ag
1	0	1	-7	-12
2	7	1	4	-16
3	8	0	5	-8
4	19	-13	3	-9
5	-54	-2	12	-30
6	-10	-2	11	-5
7	20	-2	-1	3
8	-3	3	0	8
9	-12	0	x	10
10	-17	0	2	-11

(cont.)
nr	Molecule	RBBP9 inh	S1P4 ag	BaF3 tox	S1P4 antag	Ba/F3 V617F tox
11	COc1ccc(/C=C2\SC(=S)N(CC3CCCO3)C2=O)cc1 (configuration not stated)	-1	1.5	3	-1	-4
12	Nn1c(SCC(=O)Nc2ccc(F)cc2)nnc1C1CCCCC1	-9	0.3	-1	-3	4
13	Oc1ccc(CNCC2COc3ccccc3O2)cc1 (configuration not stated)	-1	-1.0	0	3	0
14	CCC(=O)Oc1ccc(C(=O)Nc2cccc(C(=O)c3ccccc3)c2)cc1	-15	-0.2	3	-17	-2
15	CCn1c(C(C)NC(=O)c2cccc(C)c2)n[nH]c1=S (configuration not stated)	-6	-1.2	0	0	-2
16	Cc1ccccc1NC(=O)C1C2CCC(O2)C1C(=O)O (configuration not stated)	-10	1.4	4	-2	-1
17	O=C(Nc1nnc(CC2=CCCCC2)s1)c1cccs1	-3	3.4	-2	-2	-6
18	O=C(CSc1nc(-c2ccccc2)nc2ccc(F)cc12)Nc1cccc(C(=O)O)c1	-2	0.2	-2	-11	-2
19	N#Cc1nc(COc2ccccc2Cl)oc1N1CCCC1	-7	1.6	5	-6	-2
20	CN(CC(=O)Nc1sccc1C#N)C1CCCCC1	-5	0.5	5	-19	-1

nr	NPY-Y1 PAM-ag	Runt-CBFb FRET	NPY-Y1 antag	NPY-Y2 PAM-ag
11	11	1	x	10
12	14	-2	-1	0
13	-4	0	9	-26
14	6	-1	3	6
15	-11	1	8	0
16	12	-1	4	-10
17	-4	0	-2	12
18	6	1	x	3
19	3	-1	9	-7
20	-25	0	3	7

(further entries)
nr	Molecule	RBBP9 inh	S1P4 ag	BaF3 tox	S1P4 antag	Ba/F3 V617F tox
21	OC(COc1cc(Cl)c(Cl)cc1Cl)CN1CCN(c2ncccn2)CC1 (configuration not stated)	-3	3.0	1	-3	-5
22	CC(=O)c1cccc(NC(=O)N2CCCC2C(=O)Nc2c(C)cccc2C)c1 (configuration not stated)	3	0.4	3	0	-2
23	CC(=O)Nc1ccc(S(=O)(=O)Nc2c(C)nn(-c3ccccc3)c2C)cc1	1	-1.0	7	-16	-2
24	COc1ccc(Cn2nc(-c3ccccc3)c(N3CCCCC3)cc2=O)cc1	-9	1.5	9	-4	0
25	S=C(NCCc1ccccn1)Nc1ccccc1Cl	-1	-1.1	12	-25	3
26	Cn1cccc1CC(=O)N/N=C/c1cc([N+](=O)[O-])ccc1Cl	-7	0.5	5	8	-2
27	CCCCN(CC)CCCNC(=O)CC1Oc2ccccc2NC1=O (configuration not stated)	-10	1.7	2	1	1
28	NNC(=O)c1n[nH]c(=O)c2ccccc12	-7	1.0	-4	-5	-2
29	CCOC(=O)c1ccccc1NS(=O)(=O)c1ccc(OCC)cc1	-7	-1.0	6	5	1
30	OCCC1CN(Cc2ccccc2O)CCN1CCc1ccccc1 (configuration not stated)	-6	-0.7	1	5	-1

nr	NPY-Y1 PAM-ag	Runt-CBFb FRET	NPY-Y1 antag	NPY-Y2 PAM-ag
21	-5	-6	6	5
22	-2	-2	-3	11
23	-14	-2	0	0
24	-19	-7	3	-8
25	16	0	-3	5
26	14	-2	0	2
27	-2	1	7	2
28	4	-1	x	-2
29	-23	-2	12	-13
30	11	1	6	7

Single entries from above:
In BaF3 tox, CCCCN(CC)CCCNC(=O)CC1Oc2ccccc2NC1=O (configuration not stated) is listed with 2
In NPY-Y2 PAM-ag, CC(=O)Nc1ccc(S(=O)(=O)Nc2c(C)nn(-c3ccccc3)c2C)cc1 is listed with 0
In Runt-CBFb FRET, OCCC1CN(Cc2ccccc2O)CCN1CCc1ccccc1 (configuration not stated) is listed with 1
In Runt-CBFb FRET, CCOC(=O)c1ccccc1NS(=O)(=O)c1ccc(OCC)cc1 is listed with -2
In BaF3 tox, CC(=O)c1cccc(NC(=O)N2CCCC2C(=O)Nc2c(C)cccc2C)c1 (configuration not stated) is listed with 3
In NPY-Y1 PAM-ag, Cn1cccc1CC(=O)N/N=C/c1cc([N+](=O)[O-])ccc1Cl is listed with 14

(next part)
nr	Molecule	RBBP9 inh	S1P4 ag	BaF3 tox	S1P4 antag	Ba/F3 V617F tox
31	O=C(CN1C(=O)c2ccccc2C1=O)NCc1ccncc1	-7	1.0	3	-9	0
32	COc1ccc(NCc2ccc(OC)c(OC)c2)cc1	-6	1.0	8	-14	-3
33	Cc1ccc(O)c(C(=O)c2cc(C#N)c(=O)n(-c3c(C)n(C)n(-c4ccccc4)c3=O)c2)c1	-7	0.4	7	7	1
34	COc1ccc(N/C=C\C(=O)c2ccc3c(c2)OCO3)cc1	0	1.0	4	3	-3
35	COc1ccccc1NC(=O)COC(=O)c1c[nH]c(=O)[nH]c1=O	-6	1.0	5	-15	3
36	Fc1ccc(/C=N/Nc2nnnn2-c2ccccc2)cc1	1	2.9	6	-7	-2
37	Cn1c(=O)n(C)c2cc(C(=O)O)ccc21	-5	1.3	1	-1	-2
38	Nc1nc(-c2ccco2)nn1C(=O)c1ccc(Cl)cc1	-12	0.1	-2	-20	-3
39	CC(=O)c1cccc(NC(=O)c2cc(-n3cnnc3)ccc2Cl)c1	-3	1.1	3	-22	0
40	COc1ccc(-c2nnc(SC)o2)c(OC)c1	0	3.8	6	-16	3

nr	NPY-Y1 PAM-ag	Runt-CBFb FRET	NPY-Y1 antag	NPY-Y2 PAM-ag
31	20	0	-4	9
32	8	-1	2	-4
33	16	-10	1	-8
34	24	-16	12	6
35	12	3	x	-1
36	2	2	1	-7
37	-12	1	8	3
38	-1	x	-2	-4
39	7	1	6	2
40	6	5	-1	-8

Remaining list, next part
nr	Molecule	RBBP9 inh	S1P4 ag	BaF3 tox	S1P4 antag	Ba/F3 V617F tox
41	Cc1ccc(O)c(C(=O)c2cc(C(=O)NCCc3ccccc3)c(=O)n(CCc3ccccc3)c2)c1	-25	0.1	2	-14	-1
42	Cc1ccccc1OCCSc1nnc(-c2cccnc2)n1N	-4	1.3	5	-24	2
43	O=C(NCC(=O)N(c1ccc2c(c1)OCO2)C(C(=O)NC1CCCC1)c1cccs1)c1ccco1 (configuration not stated)	-5	-0.4	2	-8	-4
44	COc1ccc(/C=C2\SC(=S)N(Cc3cccnc3)C2=O)cc1C	-7	-0.2	4	-18	-1
45	Cc1ccc(Nc2nc(Oc3ccc(=O)[nH]n3)nc(N(C)C)n2)cc1	9	0.9	1	-7	-2
46	O=C(Nc1ccc2c(c1)nc1n2CCOC1)c1ccccc1	0	-0.5	-1	4	-5
47	N=C1CCCN1CC(=O)c1ccc(Cl)cc1	-9	2.9	7	-16	5
48	COc1ccc2c(c1)C(c1ccccc1)=NNC(c1ccco1)=N2	7	1.5	4	7	0
49	CSc1ccc(CNc2ccccn2)cc1	-6	0.1	-1	14	-1
50	CC(C)C(=O)c1cc2c(cc1NC(=O)Nc1cccc3ccccc13)OCCO2	-3	-2.4	4	2	-2

nr	NPY-Y1 PAM-ag	Runt-CBFb FRET	NPY-Y1 antag	NPY-Y2 PAM-ag
41	-39	1	6	-24
42	5	2	-1	3
43	-1	-4	-4	4
44	-16	-10	5	1
45	-7	-1	0	-4
46	-11	-1	0	-3
47	-1	1	-4	7
48	-6	1	5	-22
49	-19	0	5	0
50	8	6	-7	-2

The list goes on.
nr	Molecule	RBBP9 inh	S1P4 ag	BaF3 tox	S1P4 antag	Ba/F3 V617F tox
51	COc1ccc(-c2cc(C(=O)N3CCCc4ccccc43)no2)cc1	2	-1.7	2	0	-4
52	CC(Oc1ccccc1)c1ccnc2nc(/N=C/N(C)C)nn12 (configuration not stated)	-7	0.6	1	7	-1
53	CCOC(=O)C1=C(CSc2nc(C)ccc2C#N)OC(N)=C(C#N)C1c1cccc(OC)c1OC (configuration not stated)	-1	1.0	4	2	3
54	CN(CC(=O)NC(=O)NCc1ccco1)CC(=O)Nc1ccccc1Cl	0	-0.5	-3	8	4
55	O=C(NC1CCCC1)C1CCC(=O)N1CCc1ccccc1 (configuration not stated)	-6	-3.0	5	4	-3

nr	NPY-Y1 PAM-ag	Runt-CBFb FRET	NPY-Y1 antag	NPY-Y2 PAM-ag
51	-14	-9	6	-10
52	14	0	3	-10
53	2	24	7	-10
54	11	3	x	-4
55	-8	1	8	0

From PubChem
